GPR35 arrestin U2OS: GPR35 antagonists blocking zaprinast-driven arrestin recruitment, primary screen, imaging, U2OS, beta-arrestin-GFP, zaprinast agonist (AID 2058); 290,000 tested, 0.052% active; inhibition, % at 10 µM, or IC50 in µM where a hit was titrated; U2OS GPR35 beta-arrestin-GFP translocation imaging, zaprinast antagonism; higher % means a stronger effect;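 active = inhibition of at least 50% with at least 30 cells and total cytoplasm GFP at most 10,000,000; inconclusive = under 30 cells or total GFP of 10,000,000 plus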
NTR1 ag: NTR1-driven beta-arrestin-GFP spot formation – imaging, U2OS cells, high content, primary screen (AID 493036); 330,000 tested, 0.17% active; agonist mode; activation, % at 20 µM; P30989;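 active = activation at or above 40% of the spot to cytoplasm intensity ratio, with at least 20 cells analyzed; inconclusive = wells under 20 cells, flagged as cytotoxic or low count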;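 note: 0% = DMSO without peptide and 100% = 100 nM NTR1 peptide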
Target sequence (P30989 whole entry, looked up): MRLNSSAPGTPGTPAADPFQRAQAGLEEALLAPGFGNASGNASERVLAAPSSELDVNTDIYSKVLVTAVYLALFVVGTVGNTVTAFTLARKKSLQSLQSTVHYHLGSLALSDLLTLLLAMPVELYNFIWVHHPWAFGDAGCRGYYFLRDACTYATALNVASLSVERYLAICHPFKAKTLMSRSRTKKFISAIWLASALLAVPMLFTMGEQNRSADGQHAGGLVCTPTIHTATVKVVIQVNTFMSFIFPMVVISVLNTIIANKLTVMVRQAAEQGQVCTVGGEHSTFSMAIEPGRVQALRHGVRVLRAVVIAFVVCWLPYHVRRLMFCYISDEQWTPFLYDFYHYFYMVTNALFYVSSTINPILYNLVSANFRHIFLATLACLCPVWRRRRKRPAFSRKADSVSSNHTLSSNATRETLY
Yfh1-off respiration: enhancers of respiration in Yfh1-depleted yeast, dose response, Friedreich's ataxia, plus single-dose screen (AID 1465) | 220,000 tested, 0.074% active | S. cerevisiae Yfh1-off respiration, WST-1 reduction, 72 h; higher fold induction means a stronger effect | one-dose fold induction at 50 µM; EC50 in µM for titrated hits;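 active = fold induction of absorbance versus untreated yeast above a set limit, then at least 30% activation at any dose in follow-up; inconclusive = repeats straddling the limit, or above it without dose testing; inactive = fold induction below the set limit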;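 note: activators that raise dye reduction in frataxin-depleted yeast; strong numbers were not always called active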
AID2073: disruptors of CaV2.2 binding to Mint1 – biochemical, HTRF (AID 2073) | HTRF protein-protein interaction, Mint1-CaV2.2; higher % means a stronger effect | one-dose inhibition, % at 20 µM; IC50 in µM for titrated hits | 290,000 tested, 0.19% active; in the data active = inhibition mostly above about 51%, no sharp cut-off; inconclusive = no clear call, values can overlap the other calls; inactive = mostly below about 53%; note: some results filed as inactive read as strong as hits
GPR55 LPI antagonism: inhibition of LPI-stimulated GPR55 beta-arrestin translocation – imaging, U2OS, beta-arrestin-GFP, LPI agonist, primary screen (AID 2013); U2OS GPR55 beta-arrestin-GFP translocation imaging, LPI antagonism; higher % means a stronger effect; inhibition, % at 10 µM; hits with a dose series show IC50 in µM; 290,000 tested, 0.13% active;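 active = spots per cell inhibited over 60%, with over 100 cells counted and total cytoplasm intensity under 500,000; inconclusive = wells with under 100 cells, flagged as likely toxic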;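 note: U2OS cells stably carrying GPR55 and arrestin-GFP stimulated by 5 µM LPI near EC80; imaged beta-arrestin-GFP aggregate spots per cell after agonist stimulation; plate controls were LPI-stimulated DMSO wells for no effect and DMSO wells without LPI for full effect; some results filed as inactive read as strong as hits; confirmed hits need IC50 under 10 µM and bright autofluorescent wells are also inconclusive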
Rac1 GTP hydrolysis: MgcRacGAP GTPase-activating activity inhibitors, confirmation, biochemical, ADP Hunter fluorescence | MgcRacGAP-stimulated Rac1 GTP hydrolysis, ADP Hunter fluorescence; higher % means a stronger effect; GST-tagged Rac1 F28L mutant substrate | one-dose inhibition, % at 30 µM; IC50 in µM for titrated hits | AID 624330 | 340,000 tested, 0.6% active;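 active = first-screen hits whose inhibition reached a set limit at any dose in the follow-up dose series; inconclusive = inhibition above the set first-screen limit but never retested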;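 note: fluorescence reports GDP produced by GAP-driven GTP hydrolysis; strong numbers were not always called active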
Large T inhibition: TAg ATPase/helicase activity blockers – biochemical (AID 1903). SV40 large T antigen ATPase/helicase inhibition assay; higher % means a stronger effect. inhibition, % at 20 µM; hits with a dose series show IC50 in µM. 310,000 tested, 0.39% active; in the data active = a potency from the dose series; inconclusive = inhibition mostly from about 32% at the one dose, without a potency; inactive = the rest, 99 in 100 with inhibition below about 32%; note: strong numbers were not always called active
Dengue-2 NS5 capping: flavivirus cap methylation enzyme inhibition – biochemical, confirmation dose response, primary screen (AID 588689). Dengue-2 NS5 methyltransferase capping enzyme assay, biochemical; higher % means a stronger effect. one-dose inhibition, % at 25 µM; IC50 in µM for titrated hits. 340,000 tested, 0.3% active; in the data active = a potency from the dose series; inconclusive = inhibition above about 29% without an active follow-up result
GPR55 activation: selective activators of receptor GPR55 – imaging, U2OS cells, beta-arrestin-GFP redistribution, primary screen (AID 1961); 290,000 tested, 0.048% active; activation, % at 10 µM; hits with a dose series show EC50 in µM; U2OS GPR55 beta-arrestin-GFP redistribution imaging; higher % means a stronger effect;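 active = activation above 40% with more than 50 cells counted in the well; inconclusive = wells holding fewer than 50 cells, flagged as toxic or sparse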;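 note: U2OS osteosarcoma cells stably expressing GPR55 and beta-arrestin-GFP; plate controls were DMSO negative control for no effect and LPI positive control for full effect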
NTR1 ag cell count 20 µM: further read-out of NTR1 ag, marked with its call; cell count; measured here: cell count, cytotoxicity flag
Dengue-2 NS5 capping pilot replicate: second read-out of Dengue-2 NS5 capping, no call of its own (marks repeat the call); inhibition, %; measured here: pilot screen replicate inhibition
* hit, by the source's call; i = inactive; ? = inconclusive; . = no result given.

SMILES	GPR35 arrestin U2OS	NTR1 ag	NTR1 ag cell count 20 µM	Yfh1-off respiration	AID2073	GPR55 LPI antagonism	Rac1 GTP hydrolysis	Large T inhibition	Dengue-2 NS5 capping	GPR55 activation	others
Cc1ccc(N(CC(=O)NCC2CCCO2)S(=O)(=O)c2ccccc2)c(C)c1 (stereo unspecified)	1.4%	1.7	39	.	-0.3%	-2.7%	3.3%	-7.5%	10.0%	0.3%
Cc1ncc(CSc2nccc(=O)[nH]2)c(CO)c1O	11.4%	0.9	82	.	-0.5%	-15.4%	9.4%	6.5%	1.4%	0.3%
O=c1[nH]c2cc3c(cc2cc1CN(CCc1ccccc1)Cc1nnnn1C1CCCC1)OCCO3	13.6%	.	.	i	?	-0.3%	.	24.8%	.	0.0%
CCOc1ccc(/C=C\C(C)=N\O)cc1	-4.3%	-1.0	50	i	-2.5%	12.6%	8.3%	29.6%	-1.4%	-2.0%
N#CCNC(=O)c1nn2c(C(F)(F)F)cc(-c3ccccc3)nc2c1Br	-9.7%	-0.3	89	.	34.4%	-0.8%	9.0%	10.0%	-3.3%	0.4%
C=CCn1c(SCC(=O)Nc2ccc(F)cc2F)nc2c([nH]c3ccccc32)c1=O	-3.4%	0.3	55	.	36.9%	-3.4%	5.7%	3.5%	1.3%	0.0%
CC(C)(C)c1ccc2c(c1)OC(C(=O)N/N=C\c1ccc[nH]1)CO2 (stereo unspecified)	-13.4%	3.6	70	.	1.8%	69.8%	5.5%	-2.7%	-9.3%	0.2%
CCc1ccc(NC(=S)N2CCNC(=O)C2CC(=O)OC)cc1 (stereo unspecified)	-6.9%	1.2	40	i	-7.9%	13.0%	5.0%	-1.6%	-6.2%	0.7%
Cc1cc(-c2ccccc2)nc(SCC(=O)c2cccc([N+](=O)[O-])c2)n1	-2.5%	2.9	51	i	-3.5%	25.3%	5.3%	0.1%	-4.9%	-0.2%
CC(C)OC(=O)C1C2C=CC3(CN(C(C)c4ccc(Br)cc4)C(=O)C13)O2 (stereo unspecified)	-3.6%	0.9	67	i	-0.6%	16.9%	2.1%	1.1%	-2.9%	-0.1%
O=C(NC1CCN(Cc2ccccc2)CC1)c1ccc2c(c1)[nH]c(=O)n2Cc1ccc(F)cc1	5.1%	-1.0	87	i	-9.1%	20.3%	4.9%	24.6%	-3.0%	-0.1%
CCCCCCCCNC(=O)c1cccnc1SCC(=O)Nc1ccc(OC)cc1OC	-7.1%	9.0	58	i	1.8%	5.8%	4.9%	-0.7%	-4.0%	-0.3%
Cc1cc(CNC(=O)C2CCC(=O)N(CCc3cccc(F)c3)C2)on1 (stereo unspecified)	15.8%	-0.8	50	.	6.3%	-0.8%	-48.7%	.	2.6%	-0.1%
O=C(N/N=C/c1cccs1)c1cc(-c2ccc3ccccc3c2)n[nH]1	-11.0%	6.2	47	i	1.8%	-12.2%	0.2%	2.1%	-4.2%	-0.4%
CC1(OC(=O)C2CCCC2)C(=O)C=C2C=C(c3ccsc3)N(Cc3ccc4c(c3)OCO4)C=C2C1=O (stereo unspecified)	-6.9%	-2.4	64	i	11.1%	0.2%	11.8%	13.2%	7.4%	-0.2%
CC(NC(=O)Cn1ccsc1=N)C12CC3CC(CC(C3)C1)C2 (stereo unspecified)	0.4%	1.5	52	i	-2.4%	0.9%	-5.6%	4.4%	0.0%	0.3%
Cc1ccc(C)c(N2CCN(S(=O)(=O)c3ccc4[nH]c(=O)c(=O)[nH]c4c3)CC2)c1	-16.6%	-2.0	64	i	3.0%	-4.1%	-0.4%	14.9%	-4.9%	0.0%
COc1cccc(C(=O)N2CCN(CCCc3ccccc3)CC2)c1OC	19.5%	-0.7	52	i	35.8%	10.3%	16.2%	10.6%	-5.8%	-0.1%
COc1ccc(NC(=S)NC(NC(=O)c2cccc(C)c2)C(Cl)(Cl)Cl)c([N+](=O)[O-])c1 (stereo unspecified)	13.4%	8.4	44	.	-13.6%	6.3%	14.2%	10.0%	-9.6%	-0.1%
CCOC(=O)c1cccc(P(C)(C)=O)c1	-14.0%	1.3	63	i	9.1%	-0.1%	10.0%	2.3%	1.0%	0.3%
Cc1nn(CC(=O)N2CCc3ccccc3C2)c(C)c1Cl	38.6%	-0.8	59	.	-3.9%	14.9%	2.4%	-0.8%	2.3%	-0.4%
O=C1c2ccccc2C2(c3cc(C(F)(F)F)cc(C(F)(F)F)c3)NCCN12 (stereo unspecified)	0.8%	.	.	.	8.9%	0.5%	6.7%	4.6%	0.0%	-0.3%
CC1(C)CC(=O)C2=C(C1)Nc1ccccc1NC2c1ccc(F)cc1 (stereo unspecified)	23.6%	-0.1	60	.	13.7%	-1.0%	8.0%	9.7%	-0.7%	0.0%	Dengue-2 NS5 capping pilot replicate=3.9
COc1ccc2oc(C(=O)c3ccccc3)c(N)c2c1	-0.2%	-0.3	82	i	21.4%	6.2%	.	7.2%	.	-0.1%
CCn1cc(Cl)c(C(=O)NNC(=O)CCn2nc(C)c([N+](=O)[O-])c2C)n1	-4.3%	5.4	49	i	2.2%	1.0%	3.5%	-0.5%	-2.2%	-0.3%
Cn1c(OCc2cccnc2)nc2c1c(=O)n(Cc1ccc(Cl)cc1)c(=O)n2C	.	5.1	85	i	.	.	4.0%	.	-2.0%	.
S=C(NCc1ccc(Cl)cc1Cl)NC1CCCCC1	16.0%	0.9	55	i	-6.0%	9.9%	1.7%	6.8%	0.7%	0.4%
Cc1cc(C)c2nc(N3CCCC(C(=O)N4CCN(c5ncccn5)CC4)C3)sc2c1 (stereo unspecified)	5.8%	6.1	100	i	10.0%	4.7%	13.0%	24.1%	-2.4%	-0.1%
Brc1cccc(-c2nnc3sc(CNCc4ccco4)cn23)c1	-5.7%	-1.3	61	i	3.2%	-13.1%	-0.1%	4.0%	-7.0%	0.3%
Nc1ccc(O)c2c(=O)cc(-c3ccccc3Cl)oc12	2.3%	0.7	90	i	14.9%	16.4%	12.5%	12.6%	-0.7%	-0.2%
N#Cc1ccccc1OCC(=O)OCC(=O)c1ccc2c(c1)NC(=O)CO2	23.8%	0.8	57	i	5.8%	-0.4%	9.0%	10.7%	2.4%	-0.2%
COc1ccccc1OCc1ccc(C(=O)N2CCN3CCCC3C2)cc1 (stereo unspecified)	7.7%	1.3	34	i	1.7%	12.5%	11.3%	-3.5%	0.0%	0.2%
CSC(=S)N/N=C/c1ccccc1	-8.4%	2.7	90	i	-9.5%	-2.6%	14.0%	19.2%	-10.9%	-0.1%
O=C(Nc1ccc(Cl)cc1C(F)(F)F)c1ccccc1Cl	6.4%	0.3	54	i	9.3%	-3.2%	7.9%	0.0%	-0.3%	-0.1%
COc1ccccc1NC(=O)c1ccc(-c2ccc(Br)cc2)o1	10.9%	6.1	58	i	24.7%	-22.4%	6.8%	22.1%	-2.7%	-0.1%
Cn1c(SCC(=O)N/N=C/C=C/c2ccccc2[N+](=O)[O-])nc2ccccc21	-5.0%	0.5	53	i	-5.9%	-3.2%	4.3%	2.3%	1.5%	-0.3%
O=C(COC(=O)/C=C/c1cccs1)Nc1cccc(S(=O)(=O)N2CCOCC2)c1	0.7%	2.2	56	i	11.6%	2.6%	2.4%	-0.3%	-4.5%	-0.7%
Cc1cccc(NC(=S)N2CCN(S(=O)(=O)c3cccc(F)c3)CC2)c1	-0.9%	-1.1	18	i	-25.5%	5.9%	4.6%	3.8%	-11.7%	1.0%
CC(=O)NC(Cc1ccc(C(C)C)cc1)C(=O)NC1CCN(c2nc(C)cc(C)n2)CC1 (stereo unspecified)	-2.4%	-2.5	98	i	-3.0%	9.4%	7.9%	4.5%	-7.2%	0.8%
COc1ccc(Oc2nc(C)cc(C)c2S(C)(=O)=O)cc1	16.1%	-2.0	50	.	-3.5%	.	9.1%	6.3%	-4.8%	-0.1%
CN(Cc1ccccc1)S(=O)(=O)c1cn(C)cn1	-2.1%	-0.9	31	i	8.4%	10.2%	5.6%	4.8%	-0.8%	0.1%
COC(=O)CNC(=O)c1cccc(F)c1	4.1%	2.3	43	i	18.6%	-10.5%	4.3%	4.2%	6.9%	-0.1%
CCC(=O)c1ccc(/C=C/c2nc3ccccc3n2C)o1	-4.5%	-0.9	48	i	?	-12.1%	8.5%	8.9%	-0.7%	-0.4%
CCOCCCNCc1ccc(Cl)cc1	21.2%	-0.2	67	i	3.4%	9.5%	13.9%	5.7%	0.0%	0.5%
Cc1cccc(NC(=O)COc2ccc(Br)cc2C)n1	-10.4%	4.0	46	i	-1.9%	-2.3%	9.3%	-1.6%	-2.7%	0.2%
COc1cc(OC)cc(C(=O)NN2CCCCC2)c1	-12.0%	1.6	56	i	1.6%	3.4%	1.1%	1.3%	-4.2%	-0.4%
COc1ccc(C2=NN3C(C2)c2ccccc2OC32C(=O)N(C)c3ccccc32)cc1 (stereo unspecified)	3.2%	8.0	57	.	0.7%	8.3%	7.3%	9.6%	1.4%	-0.3%
CCOC(=O)C1=C(C)NC(SCC(=O)Nc2nc(C)cs2)=C(C#N)C1c1cccs1 (stereo unspecified)	-15.2%	1.5	89	.	-24.1%	-7.3%	.	2.3%	.	0.5%
COc1ccc(Br)cc1CN(C)C(C)C(=O)Nc1cccc(C(C)=O)c1 (stereo unspecified)	5.1%	-0.8	90	i	-7.2%	0.1%	8.5%	1.7%	-8.2%	-0.3%
CCOC(=O)c1sc(NC(=O)CN2CCN(c3ccc(OC)cc3)CC2)nc1C	14.5%	-1.5	52	.	39.5%	10.9%	18.8%	13.2%	7.7%	0.2%

3 entries drawn at random from the list so far:
SMILES	GPR35 arrestin U2OS	NTR1 ag	NTR1 ag cell count 20 µM	Yfh1-off respiration	AID2073	GPR55 LPI antagonism	Rac1 GTP hydrolysis	Large T inhibition	Dengue-2 NS5 capping	GPR55 activation	others
COc1ccc(Br)cc1CN(C)C(C)C(=O)Nc1cccc(C(C)=O)c1 (stereo unspecified)	5.1%	-0.8	90	i	-7.2%	0.1%	8.5%	1.7%	-8.2%	-0.3%
N#Cc1ccccc1OCC(=O)OCC(=O)c1ccc2c(c1)NC(=O)CO2	23.8%	0.8	57	i	5.8%	-0.4%	9.0%	10.7%	2.4%	-0.2%
Brc1cccc(-c2nnc3sc(CNCc4ccco4)cn23)c1	-5.7%	-1.3	61	i	3.2%	-13.1%	-0.1%	4.0%	-7.0%	0.3%

Compound activity (PubChem)
